From PubChem BioAssay
Wnt bcat act – Wnt/beta-catenin pathway activation; Wnt/beta-catenin reporter cell assay, activator, plate reader; activation, % at 9.35 µM; 300,000 tested, 1.2% active; in the data active = activation above about 30%, passing the limit was not always enough;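 also: 0% = neutral control wells and 100% = positive control wells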
HTR5A ag – HTR5A agonism, opioid heterodimer counter-screen | AID 504692 | P47898 | HTR5A agonist assay, luminescence, cell-based | activation, % at 9.3 µM | 340,000 tested, 0.61% active; in the data active = activation mostly above about 9.5%, no sharp cut-off; inactive = mostly below about 7.6%;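 also: 0% = cells with vehicle only and 100% = reference agonist; strong numbers were not always called active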
Target sequence (P47898 whole entry, looked up): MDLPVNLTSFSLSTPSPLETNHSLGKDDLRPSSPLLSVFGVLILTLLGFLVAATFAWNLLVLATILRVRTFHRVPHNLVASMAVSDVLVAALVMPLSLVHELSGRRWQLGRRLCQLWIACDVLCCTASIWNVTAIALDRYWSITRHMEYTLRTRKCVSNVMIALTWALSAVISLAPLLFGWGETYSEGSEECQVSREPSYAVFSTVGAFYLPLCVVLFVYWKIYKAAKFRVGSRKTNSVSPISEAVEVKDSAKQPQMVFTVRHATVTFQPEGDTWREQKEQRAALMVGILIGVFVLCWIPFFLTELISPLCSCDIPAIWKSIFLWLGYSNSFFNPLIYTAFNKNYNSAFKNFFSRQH
SR-BI uptake up – activators of SR-BI mediated HDL lipid uptake. CHO ldlA[mSR-BI] cells, DiI-HDL uptake fluorescence, 3 h; 100 = double the neutral-control signal. activation, % at 12.5 µM. 320,000 tested, 0.096% active. AID 504775;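 active = mean replicate activation of at least 60% and every replicate at or above 60%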;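 also: 0% = median plate neutral-control signal and 100% = twice that signal; values of inactives mirror those of a sister screen read the other way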
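Test system: SR-BI-overexpressing, LDLR-lacking CHO cells. Measured by: DiI fluorescence, bottom read. Medium: Ham's F12 with 0.5% BSA, HEPES 25 mM, pH 7.4. Timing: 3 h uptake period with compound, 37 °C.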
cardiac RTF act – increases calcium sensitivity of human cardiac regulated thin filaments; IANBD-labeled TnC RTF fluorescence at EC20 calcium; 0% EC20 calcium, 100% full calcium; activation, % at 7.2 µM; 340,000 tested, 0.24% active; AID 493008;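 active = activation above the mean over all tested compounds plus 3 SD, cut at about 30% in these data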;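 also: rise in fluorescence read as greater calcium sensitivity of cardiac thin filaments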
MITF TRPM1 HTS – increases MITF-driven TRPM1 promoter luciferase signal; 300,000 tested, 0.75% active; AID 588334; SK-MEL-5 TRPM1-promoter luciferase, 24 h; % of positive control, neutral wells = 0; activation, % at 12.5 µM;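 active = mean activation of at least 80% with every replicate also reaching 80%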;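 also: 0% = neutral control wells and 100% = parthenolide positive control wells; values of inactives mirror those of a sister screen read the other way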
Rtt109 HAT inh – blocks Candida albicans Rtt109/Vps75 acetyltransferase activity | AID 540336 | 330,000 tested, 0.16% active | Q5AAJ8 | purified Rtt109/Vps75, ThioGlo CoA-SH fluorescence, 4 h | inhibition, % at 34.9 µM;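 active = inhibition of at least 50% in every replicate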
CDK5 inh – blocks human CDK5/p35 kinase activity; inhibition, % at 10 µM; Recombinant CDK5/p35, ADP-Glo luminescence, 60 min; AID 488839; Q00535+Q15078; 330,000 tested, 0.01% active;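 active = highest replicate inhibition of at least 50% and at least 75% of replicates reaching 50%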;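 also: plate controls were DMSO neutral control for no effect and GW8510 at 10 µM for full effect; many of its hits are not listed in these tables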
Target sequence (Q00535 whole entry, looked up): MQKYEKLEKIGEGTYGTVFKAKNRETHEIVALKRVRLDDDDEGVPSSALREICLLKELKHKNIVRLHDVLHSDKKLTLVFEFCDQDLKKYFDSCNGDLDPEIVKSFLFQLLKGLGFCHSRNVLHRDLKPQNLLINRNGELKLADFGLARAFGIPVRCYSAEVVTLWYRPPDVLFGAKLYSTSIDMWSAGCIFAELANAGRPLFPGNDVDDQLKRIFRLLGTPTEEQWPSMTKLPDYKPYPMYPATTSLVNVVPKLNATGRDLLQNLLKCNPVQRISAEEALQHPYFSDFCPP
Target sequence (Q15078 whole entry, looked up): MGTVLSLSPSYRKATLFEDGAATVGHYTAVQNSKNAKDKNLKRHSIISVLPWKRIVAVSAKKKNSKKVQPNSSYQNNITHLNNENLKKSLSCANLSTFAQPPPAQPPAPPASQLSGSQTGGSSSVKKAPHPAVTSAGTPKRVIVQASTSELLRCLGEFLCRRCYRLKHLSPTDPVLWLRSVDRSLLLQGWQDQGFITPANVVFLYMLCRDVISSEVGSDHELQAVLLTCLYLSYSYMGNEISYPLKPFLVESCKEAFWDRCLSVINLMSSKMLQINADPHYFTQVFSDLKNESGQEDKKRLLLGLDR
dFosB act – mouse delta FosB homodimer activation | P13346 | purified delta FosB, TAMRA-CDK5 oligo fluorescence polarization; percent of positive-control signal above neutral wells | 340,000 tested, 0.99% active | activation, % at 25 µM;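 active = mean activation above about 17%, with every replicate also reaching it, limit read from the data, passing the limit was not always enough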;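 also: fluorescence polarization rise as delta FosB binds a TAMRA Cdk5 AP-1 oligo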
SR-BI HDL uptake – mouse SR-BI HDL lipid transfer inhibition; Q61009; ldlA[mSR-BI] CHO cells, DiI-HDL uptake fluorescence, 3 h; inhibition, % at 12.5 µM; 320,000 tested, 0.96% active; AID 488896;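 active = mean replicate inhibition of at least 70% and a set share of replicates each scoring 70 or more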;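 also: 0% = median of neutral control wells and 100% = median of positive control wells; values of inactives mirror those of a sister screen read the other way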
PvdQ inh – P. aeruginosa PvdQ acylase inhibition; purified PvdQ acylase, fluorescence plate reader; inhibition, % at 10 µM; 340,000 tested, 0.063% active; in the data active = inhibition above about 30%, passing the limit was not always enough;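 also: 0% = vehicle neutral wells and 100% = reference inhibitor wells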
An asterisk follows results filed as active; . = not tested or not shown. Compounds as they come; about 4.4% have a hit in one of these screens.

The line under a structure holds: Wnt bcat act | HTR5A ag | SR-BI uptake up | cardiac RTF act | MITF TRPM1 HTS | Rtt109 HAT inh | CDK5 inh | dFosB act | SR-BI HDL uptake | PvdQ inh
1: CCN(CC)CCN1C(=O)C(=O)/C(=C(/O)c2ccncc2)C1c1ccccc1F (stereo not drawn)
    -2 | 1 | 5 | -6 | . | 6 | 0.8 | 0 | -5 | -9
2: N/C(=N\OC(=O)c1cc([N+](=O)[O-])ccc1Cl)c1cccnc1
    13 | -4 | 25 | 0 | . | 4 | -9.2 | 4 | -25 | -16
3: O=C(CSc1nc2ccccc2o1)c1ccc2c(c1)OCCO2
    . | 3 | 19 | 1 | 23 | -6 | 0.0 | 1 | -19 | -7
4: Clc1ccc(Sc2cc(N3CCOCC3)nc(-c3ccccc3)n2)cc1
    . | 0 | -18 | 5 | 18 | -19 | 0.5 | -3 | 18 | -15
5: CCOC(=O)C(=O)/C(=C\N(C)C)c1onc(-c2c(F)cccc2Cl)c1C(=O)OC
    . | 0 | -1 | 5 | 3 | 2 | 2.7 | 2 | 1 | -13
6: O=C(O)c1cccc(NC(=O)c2ccccc2)c1
    18 | 4 | 17 | -5 | 6 | 2 | 0.7 | -3 | -17 | -6
7: CC1=C(C(=O)OC(C)C)C(c2ccc(O)cc2)NC(=O)N1 (stereo not drawn)
    0 | -1 | 2 | 3 | -7 | 1 | 0.2 | 6 | -2 | -16
8: O=C(CSc1nc2ccc(NC(=O)C3CCCCC3)cc2s1)NCC1CCCO1 (stereo not drawn)
    0 | -1 | -32 | 2 | 15 | -1 | -0.5 | 1 | 32 | 9
9: CCCCNC(=O)c1ccc2c(SCC(=O)O)c3c(nc2c1)CCCC3
    . | -2 | 16 | -2 | -5 | -1 | -0.6 | -5 | -16 | -2
10: COc1ccc(C2=NOC3(CC(=O)N(c4ccc(F)cc4)C3=O)C2)cc1 (stereo not drawn)
    1 | 1 | 29 | 11 | -14 | -15 | -0.9 | -23 | -29 | 6
11: CC(=O)OCCN(CCOC(C)=O)c1c(C)[nH]c(=O)[nH]c1=O
    0 | 0 | 24 | -2 | -5 | 2 | 3.2 | 0 | -24 | -6
12: O=C(Nc1cccnc1)c1cccs1
    0 | 1 | -11 | -3 | 1 | -18 | 0.4 | -3 | 11 | 3
13: Nc1ccc(N2CCCCC2)c2nonc12
    -2 | -3 | -1 | 4 | -2 | 2 | 3.7 | -9 | 1 | -5
14: CN(C(=O)COC(=O)c1cccnc1Nc1ccccc1F)C1CCS(=O)(=O)C1 (stereo not drawn)
    9 | 0 | 6 | -1 | 13 | 9 | -0.3 | 0 | -6 | -2
15: Cc1ccc2oc(=O)c3cc(C(=O)NCCN4CCN(C)CC4)sc3c2c1
    -1 | 4 | -14 | 3 | 17 | 5 | -1.0 | -50 | 14 | -19
16: O=C(CSc1nc(-c2ccc(Cl)cc2)[nH]c(=O)n1)Nc1cccc(Cl)c1
    1 | . | 1 | . | . | 23 | 1.0 | -10 | -1 | 9
17: CCN(CC)c1ccc(NC(=O)c2cncc(Br)c2)cc1
    . | -3 | -21 | 2 | 58 | 3 | -2.0 | -4 | 21 | 9
18: Cn1c(SCC(=O)NCC2CCCO2)nc2c(c1=O)SCC2 (stereo not drawn)
    -3 | -1 | 9 | 6 | -4 | -3 | 0.6 | 2 | -9 | -13
19: CCOc1cc(/C=C2\NC(=O)NC2=O)cc([N+](=O)[O-])c1O
    4 | 2 | 13 | 17 | -3 | 1 | -0.9 | -3 | -13 | 1
20: Cc1ccc(-c2nc(CS(=O)CC(=O)NCCC(C)C)c(C)o2)cc1 (stereo not drawn)
    -4 | 11 | -10 | 6 | -13 | 6 | 0.6 | -14 | 10 | -1

Quoted at random: two entries already listed, in no set order.
The line under a structure holds: Wnt bcat act | HTR5A ag | SR-BI uptake up | cardiac RTF act | MITF TRPM1 HTS | Rtt109 HAT inh | CDK5 inh | dFosB act | SR-BI HDL uptake | PvdQ inh
10: COc1ccc(C2=NOC3(CC(=O)N(c4ccc(F)cc4)C3=O)C2)cc1 (stereo not drawn)
    1 | 1 | 29 | 11 | -14 | -15 | -0.9 | -23 | -29 | 6
20: Cc1ccc(-c2nc(CS(=O)CC(=O)NCCC(C)C)c(C)o2)cc1 (stereo not drawn)
    -4 | 11 | -10 | 6 | -13 | 6 | 0.6 | -14 | 10 | -1

Next part.
The line under a structure holds: Wnt bcat act | HTR5A ag | SR-BI uptake up | cardiac RTF act | MITF TRPM1 HTS | Rtt109 HAT inh | CDK5 inh | dFosB act | SR-BI HDL uptake | PvdQ inh
21: CC(C(=O)N1CCOCC1)c1ccc([N+](=O)[O-])cc1 (stereo not drawn)
    -3 | -3 | 27 | -5 | 16 | 46 | -0.3 | 2 | -27 | 9
22: Cn1nc(-c2ccc(OCC(N)=O)cc2)c2ccccc2c1=O
    1 | -5 | -9 | 1 | . | 9 | 0.8 | -12 | 9 | -5
23: CC(O)[C@H]1CC[C@H]2[C@@H]3CC[C@H]4C[C@@H](O)CC[C@]4(C)[C@H]3/C(=N/O)C[C@]12C (stereo partly drawn)
    -2 | 5 | 9 | 0 | . | 2 | -0.9 | -8 | -9 | -10
24: CCN[C@H]1CN(CCCOC)S(=O)(=O)c2sc(S(N)(=O)=O)cc21
    -2 | 5 | 5 | 5 | 14 | 12 | 0.3 | 0 | -5 | 2
25: O=C(CN1C(=O)CC(c2ccccc2)S(=O)(=O)c2ccccc21)NC1CCCC1 (stereo not drawn)
    -1 | 9 | 6 | -6 | 2 | -5 | 0.6 | 1 | -6 | 0
26: CCCCOc1ccccc1-c1ccccc1CN1[C@@H](C(C)C)COCCS1(=O)=O
    -3 | 1 | 8 | -3 | 2 | -5 | -0.3 | -3 | -8 | -2
27: CC(C)CCn1c(Cl)nc2c1c(=O)n(C)c(=O)n2C
    . | -2 | -1 | 3 | . | -12 | -0.2 | 0 | 1 | -16
28: COc1ccc(C(=O)/C=C/c2cccs2)c(OC(=O)N2CCOCC2)c1
    -1 | 10 | 6 | 7 | 7 | 4 | -0.3 | -2 | -6 | -15
29: Cc1ccc(C(=O)Nc2ccc(C(=O)O)cc2)cc1S(=O)(=O)Nc1cccc([N+](=O)[O-])c1
    -3 | -6 | -9 | -4 | 5 | 6 | 1.0 | 0 | 9 | -3
30: COc1cc(CC(=O)OCC(=O)c2c[nH]c3ccccc23)cc(OC)c1OC
    0 | 10 | -35 | -5 | -18 | 20 | -0.4 | -5 | 35 | -8
31: CCOc1ccccc1NC(=O)NC1(C(=O)N2CCOCC2)CCCCC1
    . | -1 | 5 | -7 | -7 | -2 | 0.1 | 0 | -5 | 9
32: O=C(C1=NN(c2ccccc2)C(=O)CC1)N1CCc2ccccc2C1
    -1 | -3 | 1 | 3 | -7 | -1 | -2.2 | 3 | -1 | -20
33: O=C(NCc1ccccc1)C1=C[C@@H](c2coc3ccccc3c2=O)C[C@@H](OCCCCO)O1
    1 | -1 | 3 | -5 | -2 | -2 | 0.3 | 3 | -3 | -5
34: C=CCc1cccc(/C=N/NC(=O)C(C)Nc2cccc(C)c2)c1O (stereo not drawn)
    . | -1 | -25 | 9 | -13 | -1 | -1.0 | -22 | 25 | -7
35: CCCCN(C(=O)CSc1cc(C)c2ccc(OC)cc2n1)c1c(N)n(Cc2ccccc2)c(=O)[nH]c1=O
    -1 | -2 | -25 | 5 | -10 | 17 | -0.4 | 7 | 25 | -15
36: Nc1cccc(NC(=O)c2ccco2)c1
    3 | -4 | 22 | -2 | 3 | 1 | -1.1 | -5 | -22 | -11
37: CN(c1ccc(Cl)cc1)S(=O)(=O)c1nnc(NC(=O)C(C)(C)C)s1
    0 | 3 | 16 | -3 | -6 | -4 | -1.6 | -2 | -16 | -7
38: CC(C)CCNC(=O)C1CCCN1C(=O)NC1CCCCC1 (stereo not drawn)
    . | -1 | 8 | -3 | -3 | 3 | -0.9 | 1 | -8 | 1
39: O=C(COC(=O)CCc1ccccc1)NCc1ccc2c(c1)OCO2
    -1 | -1 | 4 | -2 | 0 | -10 | -2.4 | -14 | -4 | -14
40: O=c1cc(-c2ccccc2)nc(N2CCN(Cc3ccc4c(c3)OCO4)CC2)[nH]1
    1 | 4 | -21 | 0 | . | -7 | -0.4 | -11 | 21 | -6
41: COC(=O)Cn1c(=O)c2c(nc3n2CC(C)CN3c2ccc(C)c(C)c2)n(C)c1=O (stereo not drawn)
    -4 | 13 | 12 | -1 | -5 | 4 | 4.8 | -5 | -12 | 4

4 of these compounds, reformatted.
#30 COc1cc(CC(=O)OCC(=O)c2c[nH]c3ccccc23)cc(OC)c1OC
- Wnt bcat act: 0
- HTR5A ag: 10
- SR-BI uptake up: -35
- cardiac RTF act: -5
- MITF TRPM1 HTS: -18
- Rtt109 HAT inh: 20
- CDK5 inh: -0.4
- dFosB act: -5
- SR-BI HDL uptake: 35
- PvdQ inh: -8

#31 CCOc1ccccc1NC(=O)NC1(C(=O)N2CCOCC2)CCCCC1
- Wnt bcat act: .
- HTR5A ag: -1
- SR-BI uptake up: 5
- cardiac RTF act: -7
- MITF TRPM1 HTS: -7
- Rtt109 HAT inh: -2
- CDK5 inh: 0.1
- dFosB act: 0
- SR-BI HDL uptake: -5
- PvdQ inh: 9

#32 O=C(C1=NN(c2ccccc2)C(=O)CC1)N1CCc2ccccc2C1
- Wnt bcat act: -1
- HTR5A ag: -3
- SR-BI uptake up: 1
- cardiac RTF act: 3
- MITF TRPM1 HTS: -7
- Rtt109 HAT inh: -1
- CDK5 inh: -2.2
- dFosB act: 3
- SR-BI HDL uptake: -1
- PvdQ inh: -20

#33 O=C(NCc1ccccc1)C1=C[C@@H](c2coc3ccccc3c2=O)C[C@@H](OCCCCO)O1
- Wnt bcat act: 1
- HTR5A ag: -1
- SR-BI uptake up: 3
- cardiac RTF act: -5
- MITF TRPM1 HTS: -2
- Rtt109 HAT inh: -2
- CDK5 inh: 0.3
- dFosB act: 3
- SR-BI HDL uptake: -3
- PvdQ inh: -5
